KinaseGlo FLuc: counter-screen: inhibitors of Kinase-Glo firefly luciferase. Kinase-Glo luciferase, ATP luminescence, 8 min. Q27757. Potency, µM (series often up to 38.3 µM), for inactives: top-dose activity change, negative = inhibition, actives largely listed as inhibitors. actives 0.28% (n = 200,000); note: potency is the fitted concentration of half-maximal effect; % is set by controls: 0 for no effect and ±100 for the full control effect; nearly all actives have a fitted effect of over 60% in size
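Recombinant Kinase-Glo luciferase, 10 uM ATP (linear range), luciferin; imidazole pH 7.2 / KCl / MgCl2 / Tween / BSA buffer; 8 min RT; luminescence.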
NPSR antag: blocks cAMP signaling of the human neuropeptide S receptor; Potency, µM (highest dose often 38.3 µM), without a hit: at the top dose activity change, negative = inhibition, actives largely listed as inhibitors; CHO-NPSR cells, cAMP TR-FRET, antagonist mode; actives 1% (n = 220,000); AID 1461; note: potency is the fitted concentration of half-maximal effect; % is set by controls: 0 for no effect and ±100 for the full control effect; nearly all actives have a fitted effect of over 50% in size; many of its hits are not listed in these tables
Epigenetic reg: regulators of epigenetic silencing causing reporter derepression in mouse cells; murine LDR cells, GFP reporter derepression, 30 h; Potency, µM (series often up to 53.9 µM), for inactives: at the top dose GFP activation, hits mostly activators; actives 0.2% (n = 280,000); AID 1865; note: potency is the fitted concentration of half-maximal effect; % of control where 0% means no effect; nearly all actives have a fitted effect of over 60% in size
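Murine LDR cells carrying a silenced, genomically integrated CMV-driven GFP reporter were exposed to compound for 30 hours at 37 C. After PBS washes, GFP-positive cells (20–120 um objects) were counted by laser-scanning microplate cytometry.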
aGal spleen mod: inhibits or activates alpha-galactosidase in human spleen homogenate; P06280; human spleen homogenate, 4MU-alpha-Gal fluorescence, 40 min; Potency, µM (top dose mostly 80 µM), inactives show top-dose activity change, negative = inhibition, most hits filed as inhibitors; actives 0.008% (n = 240,000); AID 2107;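 note: potency is the fitted concentration of half-maximal effect; 0% = enzyme with vehicle and -100% = no enzyme basal signal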
Target sequence (P06280 32-429 limits assumed): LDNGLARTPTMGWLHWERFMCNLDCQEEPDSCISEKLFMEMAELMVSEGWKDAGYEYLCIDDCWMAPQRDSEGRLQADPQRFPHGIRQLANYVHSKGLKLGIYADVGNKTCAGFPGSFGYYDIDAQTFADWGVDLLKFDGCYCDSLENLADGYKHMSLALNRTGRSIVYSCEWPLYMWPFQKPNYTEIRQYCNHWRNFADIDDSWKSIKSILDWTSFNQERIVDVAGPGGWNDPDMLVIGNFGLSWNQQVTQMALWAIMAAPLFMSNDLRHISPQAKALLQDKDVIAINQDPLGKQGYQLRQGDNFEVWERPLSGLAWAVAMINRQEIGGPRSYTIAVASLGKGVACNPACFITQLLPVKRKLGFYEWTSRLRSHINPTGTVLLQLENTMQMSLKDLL
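Spleen homogenate 1 ug + cpd (titration) + 4-MU-alpha-D-galactopyranoside 1 mM; 37C 40 min; 50 mM citrate/phosphate pH 5.0, 0.01% Tween-20; stop pH 10; fluorescence 365/440; AC50 via Hill.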
LMNA splice mod: LMNA splicing modulation; HeLa LMNA splicing GFP/RFP minigene ratio, 48 h; Potency, µM (top dose mostly 46.1 µM), for the others: top-dose ratio change, negative = inhibition, actives largely listed as inhibitors; actives 0.01% (n = 200,000); AID 1487; active = well fitted inhibition curve with a large enough effect in the signal ratio, with a control signal flat, not every such curve was filed as active; inconclusive = small, poorly fitted or top-dose-only effect, or effect the other way, or a change in a side signal; the % refers to the signal ratio; note: potency is the fitted concentration of half-maximal effect; % is set by controls: 0 for no effect and ±100 for the full control effect
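S3 HeLa stable clones carrying a lamin A-EGFP splicing minigene plus DsRed2 were seeded at 600 cells/well in Opti-MEM with 2% FBS, pin-dosed and incubated 48 h at 37°C. Acumen cytometry (488 nm) gave the GFP/RFP total-intensity ratio.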
CBFb RUNX1 block: inhibitors of human CBF-beta and RUNX1 interaction | Q01196+Q13951 | AlphaScreen CBFb-His/RUNX1-biotin binding, biochemical | Potency, µM (doses to about 59.8 µM), inactives show at the top dose activity, negative = inhibition, hits mostly inhibitors | 230,000 tested, under 10 active | AID 1477; note: % of control where 0% means no effect
Target sequence (Q01196 whole entry, looked up): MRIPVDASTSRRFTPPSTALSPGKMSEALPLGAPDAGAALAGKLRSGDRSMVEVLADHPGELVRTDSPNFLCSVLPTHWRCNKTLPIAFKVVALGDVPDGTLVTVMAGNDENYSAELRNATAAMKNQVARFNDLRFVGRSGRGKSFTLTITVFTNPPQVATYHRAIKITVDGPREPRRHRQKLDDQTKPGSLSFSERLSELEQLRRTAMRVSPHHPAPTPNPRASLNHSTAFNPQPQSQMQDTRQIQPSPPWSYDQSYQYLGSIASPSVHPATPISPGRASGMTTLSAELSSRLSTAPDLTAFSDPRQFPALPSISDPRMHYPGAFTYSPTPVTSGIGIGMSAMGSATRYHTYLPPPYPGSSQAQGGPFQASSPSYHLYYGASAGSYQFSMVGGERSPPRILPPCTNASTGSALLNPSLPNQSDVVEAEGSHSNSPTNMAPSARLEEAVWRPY
Target sequence (Q13951 whole entry, looked up): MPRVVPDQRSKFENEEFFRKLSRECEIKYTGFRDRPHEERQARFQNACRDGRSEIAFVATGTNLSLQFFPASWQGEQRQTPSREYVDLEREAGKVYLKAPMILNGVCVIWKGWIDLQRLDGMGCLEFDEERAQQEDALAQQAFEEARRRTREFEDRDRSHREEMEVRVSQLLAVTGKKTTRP
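His-tagged CBF-beta and biotinylated RUNX1 (30 nM each) were premixed 20 min at room temperature, exposed to compound for 15 min, then given nickel-chelate and streptavidin AlphaScreen beads (50 ng each). After 90 min, AlphaScreen signal was read.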
IMPase Li cell: membrane-permeable IMPase blocker, potentiated with lithium; CHO-M1 cells, IP1 TR-FRET (IP-One), carbachol + lithium; Potency, µM (titrated, usually from 59.4 µM), without a hit: top-dose activity, negative = IMPase inhibition, actives largely listed as inhibitors; actives 0.35% (n = 210,000); AID 1457;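 note: IP1 builds up when IMPase is blocked and the TR-FRET signal falls; potency is the fitted concentration of half-maximal effect; plate controls were basal vehicle for no effect and high inhibitor control for full effect; nearly all actives have a fitted effect of over 50% in size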
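IP1 accumulation measured by competitive TR-FRET in lysed CHO-M1 cells after 30 min compound exposure at 37C, with a small lithium addition to potentiate weak responses. Hill-equation AC50 from ratio and donor-channel data.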
Starred values were filed as active, the others as inactive; ? = inconclusive; · = not tested or not shown; & = joins results of further samples; [ ] = another dose, or the depositor's remark. Unless noted, calls come from the whole dose curve; as a rule, active = well fitted curve in the direction sought with a large enough effect; inconclusive = small, poorly fitted or top-dose-only effect, or another doubt; inactive = no such curve, though single readings can be large; an effect the other way counts as inactive or inconclusive. Not all compounds are listed, so the mix of outcomes need not match the whole.

Values run as follows: KinaseGlo FLuc	NPSR antag	Epigenetic reg	aGal spleen mod	LMNA splice mod	CBFb RUNX1 block	IMPase Li cell
- CCNS(=O)(=O)c1ccc(NC(=O)Nc2cccc(C(F)(F)F)c2)cc1
  0%	-13%[46.1 µM]	0.0%	4%	?	3%	-6%[38.3 µM]
- COc1ccc(NC(=O)/C(=C\c2cccs2)NC(=O)c2ccco2)cc1
  -2%	-7%	2.2%	4%	·	0%	3%
- CCOC(=O)C1=C(CSc2nc(C)cc(C)c2C#N)OC(N)=C(C#N)C1c1cccs1 (stereo not given)
  0%	-11%[46.1 µM]	-3.1%	1%	4%	6%	1%[38.3 µM]
- CCCOC(=O)c1sc2nc3c(cc2c1N)C(=O)CCC3
  23%	1%[46.1 µM]	-1.0%	-6%	2%	2%	9%[38.3 µM]
- Cc1cc2ncn(C(=O)c3c(-c4c(Cl)cccc4Cl)noc3C)c2cc1C
  -2%	?	-1.8%	3%	?	-2%	10%[38.3 µM]
- O=C(CNS(=O)(=O)c1ccccc1)NCC(=O)OCc1ccc(C(=O)c2ccccc2)cc1
  -2%	16%	-0.8%	8%	5%	11%	6%
- Cc1cccc(NC(c2ccc(O)cc2)c2ccc3ccc(C)nc3c2O)n1 (stereo not given)
  -3%	-16%[46.1 µM]	4.8%	1%	?	-2%	45%[activator][38.3 µM]
- COc1ccc2c(c1OC)C(=O)N(c1ccc(C)cc1)C2=O
  2%	10%	1.7%	-6%	-1%[46 µM]	0%	-1%
- COC(=O)Cn1c(=O)c(=O)n(CC(=O)OC)c2ccccc21
  3%	7%	0.2%	4%	-4%[46 µM]	7%	-4%
- O=c1oc2c(CN3CCOCC3)c(O)ccc2c2c1CCC2
  -4%	-3%[46.1 µM]	-0.4%	?	-4%	0%	-12%[38.3 µM]
- CCCC1N2CC3([N+](=O)[O-])CN1CC([N+](=O)[O-])(C2)C3(C)C (stereo not given)
  -1%	5%	-1.0%	-3%	-8%	-1%	1%
- C=CCNC(=O)c1scc2c1CCCC2
  -5%	-14%[46.1 µM]	0.3%	-2%	3%	4%	7%[38.3 µM]
- CCc1ccc(NC(=S)NCC2CCCN2CC)cc1 (stereo not given)
  11%	-2%	?	0%	4%[9.22 µM]	6%	6%
- O=C(COc1ccccc1N1C(=O)c2ccccc2C1=O)c1ccc(Cl)cc1
  4%	-10%[46.1 µM]	0.0%	6%	0%	6%	25%[38.3 µM]
- CCCCCCCCCCCCCCCCCCc1ccc(C(=O)/C=C\C(=O)O)cc1
  2%	·	1.1%	-8%	·	-16%[21.7 µM]	24%
- O=C(c1ccco1)N1CCN(Cc2cn[nH]c2-c2ccc(F)cc2F)CC1
  -2%	-1%	-1.0%	-4%	?	1%	10%
- Cc1ccc(S(=O)(=O)Nc2ccc(Cl)cc2)cc1NC(=O)Cn1cnc2c1c(=O)n(C)c(=O)n2C
  0%	-7%	-2.0%	-15%	?	9%	1%
- Cc1cc(NS(=O)(=O)c2ccc(NC(=O)CCc3ccccc3)cc2)no1
  5%	2%[46.1 µM]	-0.8%	15%	-3%	-2%	9%[38.3 µM]
- COc1ccc(NS(=O)(=O)c2ccc(NC(=O)c3ccc(Br)cc3)cc2)nn1
  -3%	-18%	-0.1%	2%	4%[46 µM]	1%	7%
- CCOC(=O)/C(=C/c1ccco1)NC(=O)c1ccc(Br)o1
  0%	6%	-4.7%	-4%	25%[46 µM]	-9%	5%
- CCOC(=O)C1CCN(CCC(=O)Nc2ccccc2Cl)CC1
  -2%	6%[46.1 µM]	-1.6%&-1.0%	-3%	-4%	8%	-2%
- Cc1ccc(-c2noc(CSc3nnc(-c4ccncc4)n3-c3ccc(C)cc3)n2)cc1
  -4%	?	0.8%	7%	-4%	-12%	23%[38.3 µM]
- NS(=O)(=O)c1ccc(CCNC(=O)NC2(C(F)(F)F)Oc3ccccc3O2)cc1
  -3%	-17%[46.1 µM]	-0.8%	7%	?	4%	14%
- COCCn1c(=NC(=O)/C=C/c2ccccc2Cl)sc2cc(NC(C)=O)ccc21
  -6%	4%	-1.0%	15%	8%	?	-12%
- COc1cc(C2Nc3ccc4ncccc4c3C3=C2C(=O)CCC3)cc(OC)c1O (stereo not given)
  5%	3%[46.1 µM]	-2.1%	-8%	?	7%	25%[38.3 µM]
- Cc1ccc(NC(=O)CCC(=O)O)cc1F
  2%	-3%[46.1 µM]	0.0%	1%	-2%	10%	7%[38.3 µM]
- OC(c1ccccn1)(c1ccccn1)c1ccccn1
  -1%	15%	2.0%	3%	-13%	-13%	4%
- O=C(Nc1ccc(-c2cn3ccccc3n2)cc1)c1cccs1
  -24%	-13%	?	-1%	·	?	5%
- CC(NC(=O)c1cc(=O)[nH]c2ccc(Br)cc12)c1ccccc1 (stereo not given)
  1%	0%	-4.2%	-1%	·	7%	0%
- Nc1c([N+](=O)[O-])c(=O)oc2ccccc12
  -2%	14%	-0.4%	-4%	?	8%	-1%
- COc1ccc(N(CC(=O)Nc2ccc3c(c2)OCO3)S(=O)(=O)c2c(C)nn(C)c2C)cc1
  4%	8%	-1.0%	-4%	-14%	-5%	32%[activator]
- Cc1oc(C)c(S(=O)(=O)NCc2cccs2)c1C(=O)O
  ·	-13%	2.4%	4%	·	4%	·
- CCc1ccc(Oc2nc([N+](=O)[O-])nn2C)cc1
  1%	-24%	-1.7%	-1%	·	5%	12%
- COC(C#CCCN(C)C)(c1ccccc1)c1ccccc1
  3%	4%[46.1 µM]	1.0%	1%	-2%	-2%	26%
- COc1ccccc1N1C(=S)NC2CS(=O)(=O)CC21 (stereo not given)
  ·	-30%	2.7%	-16%	·	4%	·
- CSc1nsc(/C=C/Nc2ccc(F)cc2F)c1C#N
  4%	-32%	4µM*	-20%	?	-11%	-5%
- CC(=O)SC1CC2=CC(=O)CC[C@@]2(C)C2CC[C@@]3(C)[C@@H](CC[C@@]34CCC(=O)O4)C12 (stereo not given in full)
  -7%	·	-1.3%	4%	·	9%	5%
- CN(C)c1ccc(-c2ccc3ncnc(NCc4ccccc4)c3c2)cc1
  -2%	·	-2.4%	20%	?	·	4%
- Cc1csc(N(C)C(=O)CSc2nnc(COc3ccccc3C)o2)n1
  -3%	-16%[46.1 µM]	3.8%	-4%	-15%	6%	25%[38.3 µM]
- CNS(=O)(=O)c1cccc(C(=O)Nc2cccc(Cl)c2)c1
  -1%	6%[46.1 µM]	1.6%	-3%	?	0%	4%[38.3 µM]
- Nc1ccccc1OCCOCCOCCOc1ccccc1N
  -3%	-5%[46.1 µM]	1.9%	3%	4%	2%	23%[38.3 µM]
- CN1CCC(=NNC(=O)C(=O)Nc2cccc(Br)c2)CC1
  -1%	33%	-2.4%	1%	·	-2%	-1%
- COC(=O)CCn1nc(-c2ccc(C)cc2)c2ccccc2c1=O
  0%	32%	0.0%	0%	14%[46 µM]	7%	8%
- CCCCOP(=O)(OCCCC)C(O)c1ccc(Br)cc1 (stereo not given)
  1%	-17%[46.1 µM]	1.0%	5%	-20%	5%	5%
- CCOc1ccc(NS(=O)(=O)c2ccc(C)c(C(N)=O)c2)cc1
  8%	23%	3.2%	2%	·	-7%	-25%
- Cc1cc(C)cc(C(=O)N(c2ccccn2)C(C)c2ccco2)c1 (stereo not given)
  0%	-14%[46.1 µM]	-2.7%	4%	0%	0%	39%[activator][38.3 µM]
- CC1(C)CC(=O)c2c(Cc3ccccc3)noc2C1
  2%	-8%	-2.1%	-4%	?	-2%	26%
- CC1=NNC(=O)C1C(c1cccc(O)c1)C(C#N)C#N (stereo not given)
  ·	-7%	0.2%	1%	·	4%	·
- CC1(C)CC(NC(=S)NCc2ccco2)CC(C)(C)N1
  2%	23%	-1.2%	-2%	5%[46 µM]	6%	-4%
- O=C(CSc1ccc(-c2ccco2)nn1)NCc1ccc(Cl)cc1
  2%	0%	0.0%	-4%	-7%	9%	-27%
- O=C(Cn1nc(C(=O)O)c2ccccc2c1=O)Nc1nc(-c2ccccc2)cs1
  ·	-4%	-2.9%	-9%	·	2%	·
- CCOC(=O)N1CCN(C(=O)c2ccccc2Oc2ccccc2)CC1
  3%	-8%[46.1 µM]	-0.9%	5%	8%	6%	-7%[38.3 µM]
- CCn1c2ccccc2c2cc(CN3CCN(C(=O)c4ccco4)CC3)ccc21
  -4%	?	3.7%	13%	?	?	17%[38.3 µM]
- Cc1nc(SCC(=O)NCc2ccco2)c2c(C)c(C)sc2n1
  -1%	-3%[46.1 µM]	-0.8%	0%	7%	2%	9%[38.3 µM]
- Cc1ccc(NC(=O)c2ccc(OCc3c(C)noc3C)cc2)cc1
  ·	-7%	-1.3%	8%	·	6%	·
- O=C(Nc1ccc2oc(-c3ccncc3)nc2c1)c1ccc2c(c1)OCCO2
  ·	-44%	?	3%	·	5%	·
- COc1ccc(Nc2nc(N)nc(CSCCO)n2)cc1
  1%	-8%[46.1 µM]	-0.3%	-3%	13%	-5%	21%[38.3 µM]
- CC(C)=C(NC(=O)c1ccccc1)C(=O)NCCCC(=O)O
  4%	-1%[46.1 µM]	-6.2%	2%	15%	9%	2%[38.3 µM]
- Cc1ccc(-c2nc3n(n2)Cc2ccccc2-3)cc1
  ?	-10%[46.1 µM]	-1.0%	-2%	?	9%	-1%
- CCCN(CC1CC1)C(=O)CSc1nnc(-c2cc(-c3cccs3)nc3ccccc23)o1
  -2%	?	-0.8%	5%	10%	13%	31%[38.3 µM]
- COc1cc(NC(=O)C2CC2)c(OC)cc1NC(=O)CCC(=O)NC1CCN(Cc2ccccc2)CC1
  -3%	6%	0.6%	1%	1%[46 µM]	-8%	4%
- O=C(O)c1ccc(N=Nc2c(O)[nH]c3cc(Cl)ccc23)cc1
  ·	-45%	3.2%	1%	·	7%	·
- O=C(c1ccc(-c2ccccc2)cc1)C1CCCN(C(=O)c2cncs2)C1 (stereo not given)
  6%	13%	1.1%	10%	6%[46 µM]	3%	24%

An excerpt from above in order of the NPSR antag value, high to low:
structure | NPSR antag
CC1(C)CC(NC(=S)NCc2ccco2)CC(C)(C)N1 | 23%
Cc1ccc(NC(=O)c2ccc(OCc3c(C)noc3C)cc2)cc1 | -7%
O=C(Nc1ccc2oc(-c3ccncc3)nc2c1)c1ccc2c(c1)OCCO2 | -44%
